GLP1R inv ag: GLP-1 receptor (human) inverse agonism | Potency, µM (titrated, usually from 38.3 µM), inactives show at the top dose activity change, negative = inhibition, hits mostly inhibitors | actives 1.6% (n = 410,000) | HEK293 GLP-1R CRE-luciferase, luminescence, 24 h; GLP-1R form is constitutively active | P43220; also: % is scaled to controls: 0 for no effect and ±100 for the full control effect; nearly all actives have a fitted effect of over 55% in size
Target sequence (P43220 whole entry, looked up): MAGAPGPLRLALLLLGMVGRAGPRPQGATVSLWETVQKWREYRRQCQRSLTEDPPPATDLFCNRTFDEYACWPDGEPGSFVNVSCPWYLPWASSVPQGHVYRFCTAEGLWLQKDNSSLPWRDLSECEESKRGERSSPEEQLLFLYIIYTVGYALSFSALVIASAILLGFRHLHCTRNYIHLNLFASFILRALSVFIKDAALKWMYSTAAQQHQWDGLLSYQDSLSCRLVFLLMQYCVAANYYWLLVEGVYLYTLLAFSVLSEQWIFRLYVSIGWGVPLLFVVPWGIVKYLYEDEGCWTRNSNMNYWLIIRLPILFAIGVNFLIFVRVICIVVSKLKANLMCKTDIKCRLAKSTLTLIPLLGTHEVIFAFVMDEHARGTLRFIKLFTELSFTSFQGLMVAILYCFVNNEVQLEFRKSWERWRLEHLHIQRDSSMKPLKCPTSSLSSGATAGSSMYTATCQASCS
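Seeding at 200 cells/uL, 12 h culture, 24 hr compound treatment, then luciferase reagent and a luminescence read; cells are HEK293 stably expressing a constitutively active GLP-1R plus cAMP-responsive luciferase.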
HEK293 tox: cytotoxicity counter-screen for GLP-1 receptor inverse agonists | AID 624418 | HEK293 cAMP-luciferase reporter cells, luminescence, 24 h | actives 0.13% (n = 410,000) | Potency, µM (top dose mostly 38.3 µM), inactives show at the highest dose activity change, negative = inhibition, actives largely listed as inhibitors;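 also: loss of luciferase light is scored as toxicity; % is scaled to controls: 0 for no effect and ±100 for the full control effect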
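Step one: seed cells (200 cells/uL, DMEM with 10% Nu serum, 1% pen-strep). Step two: 12-hour incubation at 37 deg C. Step three: pin 23 nL compound, incubate 24 hr. Step four: add luciferase reagent, read luminescence 12 min later.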
PTHR1 agonist: activates the human parathyroid hormone receptor PTHR1; Potency, µM (series often up to 115 µM), inactives show top-dose activation, usual class: activators; AID 743266; actives 0.075% (n = 410,000); Q03431; HEK293 GP2 PTHR1 cells, GloSensor cAMP luminescence, 1 h; also: nearly all actives have a fitted effect of over 55% in size; some results filed as inactive show a strong effect at the top dose; inactives centre near -15; many of its hits are not listed in these tables
Target sequence (Q03431 whole entry, looked up): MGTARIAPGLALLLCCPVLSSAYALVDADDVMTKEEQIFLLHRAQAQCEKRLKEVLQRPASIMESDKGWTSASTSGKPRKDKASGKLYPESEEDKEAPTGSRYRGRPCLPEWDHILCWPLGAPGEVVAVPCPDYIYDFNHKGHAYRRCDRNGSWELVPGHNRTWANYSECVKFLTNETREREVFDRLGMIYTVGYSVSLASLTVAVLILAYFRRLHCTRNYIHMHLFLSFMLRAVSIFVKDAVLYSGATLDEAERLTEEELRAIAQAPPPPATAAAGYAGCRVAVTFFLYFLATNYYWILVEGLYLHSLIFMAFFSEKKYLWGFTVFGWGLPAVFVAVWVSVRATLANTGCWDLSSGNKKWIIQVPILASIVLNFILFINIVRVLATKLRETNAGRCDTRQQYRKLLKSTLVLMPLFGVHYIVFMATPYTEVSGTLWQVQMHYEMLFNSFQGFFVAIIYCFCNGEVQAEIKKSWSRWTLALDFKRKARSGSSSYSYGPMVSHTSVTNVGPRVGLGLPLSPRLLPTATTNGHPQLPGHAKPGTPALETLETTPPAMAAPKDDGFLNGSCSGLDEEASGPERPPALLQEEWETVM
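HEK-293-derived GP2 cells expressing PTHR1 and a GloSensor cAMP reporter, 3,000/well, plated overnight, given luciferin plus IBMX (each 0.5 mM as added) for 1 h at 37 °C, then compound for 1 h at 37 °C. Luminescence was read after 15 min at room temperature.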
Numbers without * were called inactive; i = inactive; ? = inconclusive; [ ] = another dose, or the depositor's remark. Calls follow the shape of the dose curve; as a rule, active = well fitted curve in the direction sought with a large enough effect; inconclusive = small, poorly fitted or top-dose-only effect, or another doubt; inactive = no such curve, though single readings can be large; an effect the other way counts as inactive or inconclusive. Potency is read from the fitted curve at half-maximal effect.

SMILES | GLP1R inv ag | HEK293 tox | PTHR1 agonist
O=C(Nc1ccc2c(c1)CCCN2C(=O)c1cccs1)c1cccc(C(F)(F)F)c1 | ? | ? | i
COc1ccccc1-c1cc(C(F)(F)F)nc(S(=O)(=O)CCCC(=O)Nc2cc(OC)c(OC)c(OC)c2)n1 | 5% | 16% | -22%
COc1ccc(N2CCN(Cc3nc4c(c(=O)[nH]c(=O)n4C)n3Cc3ccc(C)cc3)CC2)cc1 | 7% | -1% | i
O=C(Nc1ccc(F)cc1F)c1ccc(CN2CC(=O)N3CCCCC3C2=O)cc1 (centres undefined) | 4% | -1% | ?
CC(NC(=O)CCn1c(=O)c2cccn2c2ccc(F)cc21)c1ccccc1 (centres undefined) | 14% | -4% | -16%
COc1cccc(NC(=O)Cn2c(=O)n(Cc3ccc4c(c3)OCO4)c(=O)c3oc4ccccc4c32)c1 | -1% | -5% | -5%
Cc1c(Cl)cccc1NC(=O)c1cccc(NC(=O)N2CCSc3ncccc32)c1 | 0% | -2% | -23%
CN(CC(=O)Nc1ccc(Br)cc1)S(=O)(=O)c1cccc2nsnc12 | ? | -4% | -41%[inhibitor]
Cc1ccc(Nc2sc(C(=O)c3ccccc3)c(N)c2S(=O)(=O)c2ccccc2)c(C)c1 | 7% | 7% | i
CCOC(=O)Cc1ccc(NC(=O)n2ncc3c(C)cccc32)cc1 | -18% | 1% | -2%
Cc1ccc2c(c1)N(C(=O)N1CCC(C(=O)NCc3ccco3)CC1)CC(C)O2 (centres undefined) | 10% | 1% | i
Cc1ccccc1Nc1cc(C(=O)NC2CCCCC2)c2ccccc2n1 | 1% | -9% | -5%
CCOC(=O)N1CCc2c(sc(NCc3cccs3)c2C(=O)Nc2cc(OC)ccc2OC)C1 | 2% | 1% | -52%[inhibitor]
Cc1ccc(OCCn2cc(C(=O)C3CCCCC3)c3ccccc32)cc1 | ? | -11% | -40%[inhibitor]
O=C(Nc1ccc2c(c1)OCO2)c1cc(-c2ccc(Cl)cc2)on1 | 3% | -3% | i
CNS(=O)(=O)c1cn(CC(=O)Nc2ccc(C)c(N(C)C)c2)cc1S(=O)(=O)NC | 3% | 1% | i
NS(=O)(=O)c1ccc(NC(=O)CN2C(=O)COc3ccc(Cl)cc32)cc1 | 10% | -5% | i
COc1ccc(-c2noc(N3CCC(C(=O)N4CCN(c5cccc(C)c5C)CC4)CC3)n2)cc1 | -3% | 1% | -33%
Cc1ccc2[nH]cc(C(c3ccccc3)c3ccc(C)s3)c2c1 (centres undefined) | ? | ? | -92%[inhibitor]
COc1ccc(CNC(=O)Cn2nnc(-c3ccccc3F)n2)cc1 | 16% | 0% | 23%
CC(=O)Nc1ccc(Nc2nc3c(S(=O)(=O)c4cccc(Cl)c4)nnn3c3ccsc23)cc1 | 17% | 12% | -19%
CN(C(=O)CSc1nc2ccc(NC(=O)c3cccs3)cc2s1)c1ccccc1 | ? | -26% | -18%
Cc1cc(C)cc(Oc2coc3cc(OCC(=O)NC4CCCCC4)ccc3c2=O)c1 | 12% | 10% | 9%
COCCCNC(=O)CCCN1C(=O)CCn2nc(-c3cn(C)c4ccccc34)cc21 | 8% | -15% | 22%
CCCCN1C(=O)C(NC(=O)c2ccc(C(C)(C)C)cc2)(C(F)(F)F)C(C(=O)OC)=C1C (centres undefined) | ? | 7% | -12%

Structural class: the compounds so far containing a CF3 group.
SMILES | GLP1R inv ag | HEK293 tox | PTHR1 agonist
O=C(Nc1ccc2c(c1)CCCN2C(=O)c1cccs1)c1cccc(C(F)(F)F)c1 | ? | ? | i
COc1ccccc1-c1cc(C(F)(F)F)nc(S(=O)(=O)CCCC(=O)Nc2cc(OC)c(OC)c(OC)c2)n1 | 5% | 16% | -22%
CCCCN1C(=O)C(NC(=O)c2ccc(C(C)(C)C)cc2)(C(F)(F)F)C(C(=O)OC)=C1C (centres undefined) | ? | 7% | -12%

The listing picks up, repeating the two entries before the break.
SMILES | GLP1R inv ag | HEK293 tox | PTHR1 agonist
COCCCNC(=O)CCCN1C(=O)CCn2nc(-c3cn(C)c4ccccc34)cc21 | 8% | -15% | 22%
CCCCN1C(=O)C(NC(=O)c2ccc(C(C)(C)C)cc2)(C(F)(F)F)C(C(=O)OC)=C1C (centres undefined) | ? | 7% | -12%
Cc1c(C(=O)OCC2CCCCC2)[nH]c2c1C(=O)CC(c1ccc(Cl)cc1)C2 (centres undefined) | 2% | 0% | i
O=C1Nc2c(c(=O)[nH]c(=O)n2-c2ccccc2)C1(NS(=O)(=O)c1ccc(Cl)cc1)C(F)(F)F (centres undefined) | -3% | -5% | -18%
O=C(COc1ccccc1Cl)Nc1ccccc1OCc1cc(=O)n2ccccc2n1 | 0% | 2% | i
O=C(Nc1ccc2c(c1)N(C1CCCC1)C(=O)c1ccccc1S2)c1cccc(F)c1 | ? | 7% | i
CCN(CC)S(=O)(=O)c1ccc2c(c1)N(CC(=O)Nc1ccc(OC)cc1)C(=O)CS2 | 3% | 6% | i
Cc1cccc2c1-c1sc(C(=O)N3CCN(c4ccc(F)cc4)CC3)cc1CO2 | 3% | 7% | i
CC(C)CCNC(=O)c1cc2cc(S(=O)(=O)N3CCCCC3)ccc2n1C | 10% | 7% | -10%
CCc1cc(C(=O)Nc2cnn(Cc3ccc(F)cc3)c2)no1 | ? | -4% | i
CC(=O)c1ccc(N2CCN(C(=O)C3CCCN(S(=O)(=O)c4ccc(Br)s4)C3)CC2)cc1 (centres undefined) | -4% | -4% | -14%
CCc1ccc(-n2nc3ccc(NC(=O)COc4ccc(OC)cc4)cc3n2)cc1 | 11% | 24% | 17%
COc1cccc(NC(=O)C2CCN(c3nn4cc(-c5ccc(F)cc5)nc4s3)CC2)c1 | -15% | 3% | -6%
CCc1cccc(NC(=O)CCS(=O)(=O)c2ccc(C)cc2)c1 | -10% | 3% | -5%
CCOC(=O)c1c(C)[nH]c(C)c1S(=O)(=O)N1CCCC(C(=O)Nc2cc(C)ccc2C)C1 (centres undefined) | 16% | 1% | i
COc1ccccc1CCNC(=O)C(=O)NCC(c1ccco1)S(=O)(=O)c1ccccc1 (centres undefined) | 0% | 11% | -74%[inhibitor]
O=S(=O)(Nc1cccc(-c2ccc(N3CCOCC3)nn2)c1)c1ccc(F)c(C(F)(F)F)c1 | ? | ? | -42%
CC(=O)c1cc(-c2ccc(F)cc2)n(CCC(=O)NC2CCCCC2)c1C | -1% | -2% | ?
CC(=O)c1ccc(NC(=O)c2ccc(-c3nc(COc4ccc(C)cc4)c(C)o3)cc2)cc1 | 0% | 7% | -63%[inhibitor]
Cc1ccc(C)c(N2CCN(C(=O)c3ccc(NC(=O)c4nsc5ccccc45)cc3)CC2)c1 | ? | -7% | -55%[inhibitor]
CC(C)c1ccc(Nc2ncnc3onc(-c4ccc(F)cc4)c23)cc1 | ? | 36% | -16%
Cc1cc(C)cc(NS(=O)(=O)c2ccc3[nH]cc(C(=O)N4CCCCCC4)c(=O)c3c2)c1 | ? | -16% | i
COc1cccc2cc(C(=O)Nc3ccc(C)cc3)c(=O)oc12 | 8% | -2% | i
COc1cccc(CNC(=O)Cn2ncn3nc(-c4cccs4)cc3c2=O)c1OC | 3% | -1% | -2%
Cc1cccc(Oc2coc3cc(OCC(=O)NC4CCCCC4)ccc3c2=O)c1 | -24% | 2% | -25%
Cc1cc(C)cc(OCC(=O)N(Cc2ccc(C)o2)C2CCS(=O)(=O)C2)c1 (centres undefined) | -14% | 1% | i
CCc1ccc(NS(=O)(=O)c2ccc3[nH]cc(C(=O)NCCc4cccc(C)c4)c(=O)c3c2)cc1 | 4% | 5% | -24%

2 consecutive compounds from above, for reference:
SMILES | GLP1R inv ag | HEK293 tox | PTHR1 agonist
O=C(Nc1ccc2c(c1)N(C1CCCC1)C(=O)c1ccccc1S2)c1cccc(F)c1 | ? | 7% | i
CCN(CC)S(=O)(=O)c1ccc2c(c1)N(CC(=O)Nc1ccc(OC)cc1)C(=O)CS2 | 3% | 6% | i

Next part
SMILES | GLP1R inv ag | HEK293 tox | PTHR1 agonist
COc1ccc(CNC(=O)CCCN2C(=O)CSc3c2c(C)nn3-c2ccccc2)c(OC)c1 | ? | -29% | i
COc1ccc(NC(c2ccc(F)cc2)c2nnc(-c3ccccc3Cl)o2)cc1Cl (centres undefined) | ? | 5% | -22%
CCOc1ccc(S(=O)(=O)Nc2cccc(-c3ccc(OCC)nn3)c2)cc1 | -21% | 11% | -42%[inhibitor]
CCOc1ccc(S(=O)(=O)NCc2ccc3c(c2)CCN3C(=O)c2ccc(C)cc2)cc1 | 9% | 1% | -21%
O=C(NCC(c1ccc2c(c1)OCO2)N1CCN(c2ccccc2)CC1)C(=O)Nc1ccccc1 (centres undefined) | 1% | 2% | -23%
COc1cc(NC(=O)CCCN2C(=O)CCn3nc(-c4cn(C)c5ccccc45)cc32)cc(OC)c1 | 0% | -10% | -18%
COCCn1c(CNC(=O)c2ccccc2C)nc2cccnc21 | 14% | -17% | i
COc1ccccc1CNC(=O)C1(c2cccs2)CCOCC1 | ? | 0% | i
COc1ccc(NC(=O)c2cc3cc(C)ccc3[nH]2)cc1 | 17% | 0% | -45%[inhibitor]
CC(=O)c1ccc(NC(=O)c2nn(C)c3c2COc2ccccc2-3)cc1 | 9% | -6% | -45%[inhibitor]
CCCOc1ccc(C(=O)Nc2ccc3oc(-c4ccncc4)nc3c2)cc1 | 2% | 4% | -26%
COc1ccc(CNC(=O)C2CCN(S(=O)(=O)c3c(C)noc3/C=C/c3cccs3)CC2)cc1 | -12% | 3% | i
Cc1cccc(Cn2cnc3c(oc4ccccc43)c2=O)c1 | 28% | 4% | -12%
CCOc1ccccc1NC(=O)Cn1c(=O)nc(-c2ccccc2F)c2cc(Cl)ccc21 | 13% | 4% | -60%[inhibitor]
CCOc1ccc(S(=O)(=O)NCCc2csc3nc(-c4cccc(C)c4)nn23)cc1 | -2% | -6% | -23%
COc1ccc(Cn2ccn(Cc3cccc(C)c3)c(=O)c2=O)cc1 | -13% | -10% | -30%
COc1ccc(CNc2ncnc3c2nnn3C)cc1 | 11% | 0% | ?
COc1ccccc1/C=C/c1nc(C#N)c(N2CCCCCC2)o1 | -8% | 87%[activator] | -43%[inhibitor]
CCOc1ccc(NC(=O)c2sc3nc(-c4ccc(OC)cc4)cn3c2C)cc1 | 4% | 0% | i
COc1ccccc1N(Cc1cc2cccc(C)c2[nH]c1=O)C(=O)c1cccc(Cl)c1 | -11% | 3% | -55%[inhibitor]
Cc1ccc(N(C)C(=O)C2CCN(S(=O)(=O)c3cn(C)cn3)CC2)cc1 | -13% | 1% | 21%
COc1ccc(C(=O)N2CCN(C(=O)COc3ccc(C)cc3)CC2)cc1OC | -4% | 3% | i
COc1ccc(NC(=O)c2c(NCc3sccc3C)sc3c2CCCC3)c(OC)c1 | ? | -9% | -6%
CCOc1ccccc1NC(=O)CN1C(=O)COc2ccc(S(=O)(=O)NC3CCCC3)cc21 | -13% | 0% | -4%
CCOC(=O)CC(NS(=O)(=O)c1cc(-c2cc(C)no2)ccc1C)c1ccc(C)cc1 (centres undefined) | ? | -1% | -17%

Going on with the list:
SMILES | GLP1R inv ag | HEK293 tox | PTHR1 agonist
CCc1ccc(-c2[nH]nc3nc(-c4ccc(OC)cc4)cc(C(=O)NCCCOC)c23)cc1 | -1% | 0% | -16%
Cc1cccc(OCC(=O)Nc2ccc(C(=O)OCc3cc(=O)n4nc(C5CC5)sc4n3)cc2)c1 | 17% | 1% | -20%
CCOC(=O)CSc1nc2ccc(NC(=O)c3ccc(C)cc3)cc2s1 | 9% | -8% | -10%
COc1cc(NC(=O)CCc2c(C)nn(-c3ccc4nncn4n3)c2C)cc(OC)c1OC | 1% | -4% | -6%
CC(Sc1nnc2ccc3ccccc3n12)C(=O)Nc1ccc(Cl)cc1 (centres undefined) | 0% | 2% | i
O=C(CCOc1ccccc1)N(Cc1cccnc1)c1nc2c(F)cc(F)cc2s1 | 12% | -18% | -17%
CCN(CC)C(=O)Cn1cc(SCC(=O)Nc2cccc(C)c2)c2ccccc21 | 14% | -8% | i
Cc1ccc(CNC(=O)C2CCN(C(=O)c3ccc(-n4ccc5ccccc54)s3)CC2)cc1 | -11% | -2% | i
CCc1ccccc1NC(=O)N1CCC(CN2CCc3ccccc3C2)CC1 | -16% | 2% | i
Cc1c(C(=O)N2CCCC2)oc2c1-c1nn(CC(=O)NCc3ccccc3Br)cc1CC2 | 4% | -1% | -33%[inhibitor]
CCCSCCCNC(=O)c1cc2n(n1)CCCN(Cc1ccc(C)cc1)C2=O | -3% | 1% | -49%[inhibitor]
COc1ccc(-c2noc(C3CC(=O)N(c4ccccc4)C3)n2)c(OC)c1 (centres undefined) | 0% | 1% | i
COc1ccc(-c2noc(CSc3nnc(Cc4ccccc4)n3-c3ccccc3)n2)cc1OC | ? | 0% | i
Cn1ccc2c(OCC(=O)Nc3ccc(OC(F)(F)F)cc3)cccc2c1=O | -24% | 2% | -10%

Assay outcomes: PubChem BioAssay, National Center for Advancing Translational Sciences (NCATS)

Not all compounds are listed; count on the stated rates, not on these rows.
